# Compound activity as filed in PubChem BioAssay.
# SRC2 TRFRET art: TR-FRET artefact, counter-screen to PPARgamma/SRC-2 agonist assay; hits give high values; TR-FRET ratio at 8 µM; actives 0.4% (n = 200,000); AID 1049; in the data active = TR-FRET ratio above about 2000; note: inactives centre near 1500
# PPARg SRC-2 ag: PPARgamma-driven SRC-2 recruitment agonism; P37231; activation, % at 8 µM; AID 1032; actives 0.34% (n = 200,000); PPARgamma LBD-SRC-2 recruitment, biochemical; in the data active = activation above about 22%;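 note: 0% = vehicle and 100% = reference agonist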
# Target sequence (P37231 whole entry, looked up, the tested form may be a part): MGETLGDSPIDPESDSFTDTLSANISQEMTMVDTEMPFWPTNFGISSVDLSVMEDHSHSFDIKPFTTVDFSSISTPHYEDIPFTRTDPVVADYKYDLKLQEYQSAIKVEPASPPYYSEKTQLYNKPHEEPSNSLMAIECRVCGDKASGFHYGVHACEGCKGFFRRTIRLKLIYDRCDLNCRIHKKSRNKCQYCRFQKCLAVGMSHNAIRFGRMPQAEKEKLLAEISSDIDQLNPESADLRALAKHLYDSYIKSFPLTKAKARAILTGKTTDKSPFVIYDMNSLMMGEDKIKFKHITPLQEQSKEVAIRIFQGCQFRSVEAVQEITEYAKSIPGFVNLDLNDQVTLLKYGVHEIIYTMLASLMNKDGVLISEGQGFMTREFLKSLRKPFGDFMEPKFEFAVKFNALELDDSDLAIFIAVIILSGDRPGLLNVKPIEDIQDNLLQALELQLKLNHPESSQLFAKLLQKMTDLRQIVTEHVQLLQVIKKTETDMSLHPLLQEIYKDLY
# TNAP act hiacc: increases human TNAP activity under high phosphate acceptor concentration | activation factor at 20 µM | P05186 | 200,000 tested, under 10 active | AID 1136 | purified TNAP, CDP-star luminescence, 1 M DEA, 30 min; hits give high values; 0 = EDTA background, 1 = DMSO-only activity;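 active = activation factor at least 2 at 20 µM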
#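 Dosing: 20 µM single point. System: human TNAP. Amount: TNAP 1/800 final. Incubation: 30 min, room temperature. Read-out: TNAP activation factor scaled between EDTA and DMSO control wells. Signal: luminescence from CDP-star hydrolysis. Medium: 1 M DEA, pH 9.8, Mg2+, Zn2+. Control set: EDTA negative control, DMSO positive control.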
# ROMK primary: modulates human ROMK potassium channel activity. P48048. actives 2% (n = 130,000). B-score at 10 µM. Tet-inducible ROMK, thallium flux fluorescence; actives lie on both sides;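 active = signal ratio slope over the read window, or its plate-corrected B-score, at least 3 SD from the plate mean, either direction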;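 note: B-score of the F/F0 ratio slope over 7 to 12 s after thallium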
# Target sequence (P48048 whole entry, looked up): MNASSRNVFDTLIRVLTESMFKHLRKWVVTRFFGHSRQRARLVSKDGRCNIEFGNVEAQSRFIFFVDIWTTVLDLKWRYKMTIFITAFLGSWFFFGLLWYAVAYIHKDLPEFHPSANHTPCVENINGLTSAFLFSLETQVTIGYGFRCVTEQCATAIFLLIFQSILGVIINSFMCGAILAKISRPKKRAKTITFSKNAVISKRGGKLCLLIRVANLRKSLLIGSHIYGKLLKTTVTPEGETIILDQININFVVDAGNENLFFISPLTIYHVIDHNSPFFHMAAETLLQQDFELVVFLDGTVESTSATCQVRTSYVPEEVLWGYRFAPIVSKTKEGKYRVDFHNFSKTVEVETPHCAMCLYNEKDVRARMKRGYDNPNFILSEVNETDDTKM
# bIAP act: increases bovine intestinal alkaline phosphatase activity; AID 1016; activation factor at 20 µM; purified bovine IAP, CDP-star luminescence, 30 min; hits give high values; fold of DMSO-control signal, blank-subtracted; actives 0.17% (n = 200,000);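 active = activation factor of 2 or more at 20 µM, a signal rise over negative controls twice the positive control's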
# STAT1 blocker: reduces IFN-gamma driven STAT1 reporter signal | NIH 3T3 STAT1-luciferase reporter, luminescence | inhibition, % at 5.5 µM | actives 0.35% (n = 200,000);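 active = inhibition above a set limit, the mean inhibition across all tested compounds plus 3 SD, cut at about 34% in these data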;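 note: 0% = IFN-gamma with DMSO and 100% = IFN-gamma with 300 µM nifuroxazide; values of inactives mirror those of a sister screen read the other way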
# PPARg SRC1 recr: PPARgamma-driven SRC-1 recruitment agonism. PPARgamma-SRC-1 coactivator recruitment biochemical assay. activation, % at 8 µM. actives 0.41% (n = 200,000). AID 631; in the data active = activation above about 19%;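 note: 0% = DMSO and 100% = reference agonist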
# STAT3 act: increases IL-6 driven STAT3 reporter signal | U3A cells, IL-6 STAT3-luciferase reporter, luminescence; 100% = signal with IL-6 EC80 alone | activation (% of control), % at 5.6 µM | actives 0.91% (n = 190,000) | AID 871;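 active = activation above the screen-wide mean of compound activation plus 3 SD, cut at about 130% in these data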;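 note: 0% = background luminescence of wells with medium and substrate only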
#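 Material: STAT1-lacking human U3A cells, STAT3 luciferase reporter | Benchmarks: IL-6-only wells as 100% reference | Probe or stimulus: IL-6 (33 ng/mL) | Timing: Compound 1 h, then IL-6 6 h at 37 °C | Detection: Luminescence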
# bIAP inh: intestinal alkaline phosphatase (bovine) inhibition; purified bovine IAP, CDP-star luminescence, 30 min; inhibition, % at 20 µM; 190,000 tested, under 10 active; AID 1019;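 active = over 50% inhibition of intestinal alkaline phosphatase at 20 µM in the single-dose screen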
#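 System: Purified bovine intestinal alkaline phosphatase (IAP) enzyme | Input: IAP diluted 1/65,000,000 in the well | Also added: CDP-star chemiluminescent phosphatase substrate, 30 µM final | Dosing: 20 µM single dose | Times: Enzyme reaction for 30 min at room temperature | Detection: Luminescence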
# PPARg SRC3 recr: agonists of human PPARgamma SRC-3 coactivator recruitment; biochemical PPARgamma/SRC-3 coactivator recruitment assay; activation, % at 8 µM; AID 731; P37231; actives 0.26% (n = 200,000); in the data active = activation above about 23%;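 note: 0% = DMSO and 100% = reference agonist; some compounds past the cut are filed as inactive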
# STAT3 inh: inhibitors of IL-6 induced STAT3 signaling. inhibition, % at 5.5 µM. AID 862. actives 0.89% (n = 190,000). U3A cells, IL-6 STAT3-luciferase reporter, luminescence; host cell line lacks STAT1;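 active = inhibition above the mean inhibition across all screened compounds plus 3 SD, cut at about 44% in these data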;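 note: 0% = DMSO only wells and 100% = 100 µM nifuroxazide control wells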
# * = called active by the depositor; . = not tested or not shown. Not a hit list, and some 3.7% of all compounds hit somewhere here.
SMILES,SRC2 TRFRET art,PPARg SRC-2 ag,TNAP act hiacc,ROMK primary,bIAP act,STAT1 blocker,PPARg SRC1 recr,STAT3 act,bIAP inh,PPARg SRC3 recr,STAT3 inh
CCCCN(CCCC)S(=O)(=O)c1ccc2[nH]c(=O)[nH]c2c1,1781,0,1,0.27,0.9,8,6,102,9,9,-2
COc1cccc(C(=O)N2CCN(C(=O)c3ccc(-c4ccccc4)cc3)CC2)c1OC,1431,-1,1.1,-0.67,1,6,-8,103,-4,-3,-1
NC(=O)COc1ccc(=O)n(-c2ccccc2)n1,1598,14,1.1,.,1,1,-5,100,0,14,5
COC(=O)C1=C(CN2CCSCC2)NC(=O)NC1c1cc(C)ccc1C (stereo unspecified),1498,-2,1.1,0.33,0.9,-12,0,102,13,0,1
CC1=[N+](CC(=O)NC(C)(C)C)CCc2ccccc21,1624,2,1.1,0.33,1.3,1,4,103,-28,5,-6
Cc1onc(-c2ccccc2)c1C(=O)Nc1nnc(COc2ccc(Cl)cc2)s1,1545,3,1,.,0.9,0,5,101,9,-2,-2
O=C(c1cc(-c2cccs2)on1)N1CCOCC1,1776,4,1,.,0.9,-24,6,99,12,-5,11
Cc1cc(C(F)(F)F)c2c(=O)[nH]c(=O)n(Cc3ccccc3)c2n1,1384,-6,1.1,.,1,-1,-5,98,4,-4,9
CCOC(=O)Nc1nnc(-c2ccc(OC)c(OC)c2)s1,1598,-3,1,.,0.9,3,-3,99,9,-6,4
CC(C)(C)c1ccc(C(=O)NC(=S)Nn2cnnc2)cc1,1537,-2,1,.,0.9,0,4,109,13,-9,-16
O=C(O)C(Cc1ccccc1)n1cccc1 (stereo unspecified),1381,-14,1.1,0.29,0.9,-2,-5,101,5,-5,1
O=C(NC1CCCCC1)C1CCN(S(=O)(=O)c2cccc3nsnc23)CC1,1465,-4,1,.,1,10,-3,110,1,-4,-2
O=S(=O)(NCc1ccccc1Cl)c1cnc[nH]1,1593,7,0.9,.,0.9,5,5,91,13,0,16
CCOc1cc(C(c2c(C)[nH][nH]c2=O)c2c(C)[nH][nH]c2=O)ccc1OCc1ccc([N+](=O)[O-])cc1,1469,1,0.9,0.52,1.5,-9,2,102,-46,-6,-2
Cc1ccc(S(=O)(=O)Nc2ccc3[nH]c(=O)[nH]c3c2)c(C)c1,1404,-5,1,-0.93,1,1,0,103,0,-3,-1
O=C(Nc1ccc(F)cc1)N1CCN(c2ncccn2)CC1,1209,0,1,-1,1,-4,-5,93,0,4,12
COc1ccc(NS(=O)(=O)c2ccc(N3CCCC3)c(NC(=S)Nc3cccc(C)c3C)c2)cc1,1671,4,1.1,.,1,2,2,104,-2,-1,-5
CCOC(=O)Cc1csc(NC(=O)C(CC(C)C)NC(=O)C2CCCCC2)n1 (stereo unspecified),1729,12,1.1,0.36,1,-3,4,98,2,5,14
COc1ccccc1NC(=O)c1cccs1,1554,4,1.1,.,0.9,-7,3,93,6,-5,12
COc1ccc(-n2c(N)c(C(=O)NCC3CCCO3)c3nc4ccccc4nc32)c(OC)c1 (stereo unspecified),1520,-1,1.1,.,1.3,-1,-6,87,-27,-3,21
Cc1ccc(C(=O)Nn2c(O)c(C=C3N=c4ccccc4=N3)sc2=S)cc1,1672,6,0.9,.,0.8,6,16,113,15,16,-4
Cc1ccnc(-n2c(CCN3C(=O)c4ccccc4C3=O)nc3ccccc3c2=O)c1,1642,8,1,.,0.9,4,1,98,12,2,6
N#Cc1c(-c2ccccc2Cl)noc1/C=C/Nc1ccc(C(=O)O)cc1,1395,-10,1.1,1.3,1,-5,-2,102,-1,-2,7
CNS(=O)(=O)c1ccc(Cl)nc1,1421,-6,1,-0.02,1,-3,-2,107,-2,-3,-7
CCCCN(Cc1ccco1)C(=O)Cn1ncc2c(=O)oc3ccc(C)cc3c21,1310,-8,1,.,0.9,5,-3,104,6,-1,4
CC(C)CNS(=O)(=O)c1ccc(S(=O)(=O)N2CCC3(CC2)OCCO3)cc1,1420,2,1,0.28,0.8,0,6,99,20,1,5
CC(C)(C)C(=O)NCCN1CCN(C(=O)C(C)(C)C)CC1,1533,-10,1.1,0.72,1,0,-5,108,3,7,-6
CC(C)n1c(NCc2cc(Cl)ccc2O)nc2ccccc21,1772,-1,1.1,.,0.9,8,11,98,8,0,8
O=c1c(C(c2ccccc2)c2c(O)nc3n(c2=O)CCS3)c(O)nc2n1CCS2,1572,-5,1,-0.11,1,-7,-1,101,1,-2,3
Cc1ccc(-n2c(SCC(=O)N3CCOCC3)nnc2-c2ccncc2)cc1,1681,15,1,-0.27,0.9,-3,4,98,5,2,6
Cc1cc(OCC(=O)Nc2ccc3c(c2)OCCO3)ccc1Cl,1608,2,1,-0.23,0.8,1,4,107,24,5,-3
C/C(=N\NC(=O)c1cc(C)nc2ccccc12)c1ccc([N+](=O)[O-])cc1,1568,0,1,-0.64,1.1,-3,-4,103,-12,-4,2
O=C(O)CCCCCNc1nc(=S)[nH]c2ccccc12,1377,-3,1.1,.,1,-8,-6,110,0,-16,-7
N#C/C(=C/c1ccc2c(c1)OCO2)C(=O)NCCc1c[nH]c2ccccc12,1619,2,1,.,0.7,6,4,103,26,-3,1
COc1ccc(-c2nnc(-c3cc4ccccc4oc3=O)o2)cc1,1435,-2,1,-0.35,1,-1,5,94,0,-1,10
COc1ccc(-n2ncc(Cl)c(Cl)c2=O)cc1,1521,1,1,0.0015,1,-8,12,85,-1,2,25

# Another view of part of the listing above.
compound | SRC2 TRFRET art | PPARg SRC-2 ag | TNAP act hiacc | ROMK primary | bIAP act | STAT1 blocker | PPARg SRC1 recr | STAT3 act | bIAP inh | PPARg SRC3 recr | STAT3 inh
COC(=O)C1=C(CN2CCSCC2)NC(=O)NC1c1cc(C)ccc1C (stereo unspecified) | 1498 | -2 | 1.1 | 0.33 | 0.9 | -12 | 0 | 102 | 13 | 0 | 1
CC1=[N+](CC(=O)NC(C)(C)C)CCc2ccccc21 | 1624 | 2 | 1.1 | 0.33 | 1.3 | 1 | 4 | 103 | -28 | 5 | -6
Cc1onc(-c2ccccc2)c1C(=O)Nc1nnc(COc2ccc(Cl)cc2)s1 | 1545 | 3 | 1 | . | 0.9 | 0 | 5 | 101 | 9 | -2 | -2

# Next records:
SMILES,SRC2 TRFRET art,PPARg SRC-2 ag,TNAP act hiacc,ROMK primary,bIAP act,STAT1 blocker,PPARg SRC1 recr,STAT3 act,bIAP inh,PPARg SRC3 recr,STAT3 inh
Cc1cc2c(=O)n(CC(=O)N3CCN(c4ccccc4)CC3)cnc2s1,1453,5,1.1,.,0.9,-7,1,95,6,2,11
CN(C)CCCNC(=O)c1ccc(-c2nc(-c3ccc(Cl)cc3)cs2)cc1,1541,6,1,-2.1,1,-5,5,111,-1,22,-12
Oc1ccc(Br)cc1/C=N/Nc1ncc(-c2ccccc2)cn1,1374,4,1,-0.18,1,8,0,86,4,-1,20
Cc1c(CN2CCC(CO)(Cc3ccccc3)CC2)c2ccccc2n1C,1663,8,1,-2.4*,1.1,9,6,103,-7,-1,3
Cc1[nH]nc(Nc2ccc(O)cc2)c1[N+](=O)[O-],1669,2,0.9,0.2,0.8,-7,-5,88,17,-1,19
N#CCOc1ccc(C2=NO[C@@H]3[C@@H]4C[C@@H]([C@H]5C(=O)N(c6ccc7c(c6)OCO7)C(=O)[C@@H]45)[C@H]23)cc1,1545,5,1,.,0.8,0,2,100,23,-1,3
COCc1cc(C)nc2sc(C(=O)NN)c(-n3cccc3)c12,1645,1,1,-0.63,1.2,5,12,137*,-20,0,-37
Cc1cc(C)c2nc(-c3cccnc3)cc(C(=O)NC(C)c3cnn(C)c3C)c2c1 (stereo unspecified),1604,4,1,0.97,1.1,0,-2,98,-9,-2,7
O=C(Nc1ccccc1)c1ccc[nH]1,1505,-10,1.1,1.1,0.6,7,-8,100,38,1,9
CC(NC(=O)c1cc2ccccc2o1)c1cccs1 (stereo unspecified),1744,8,1,-0.92,0.6,3,7,83,40,1,19
NNC(=S)Nc1cc(S(=O)(=O)N2CCOCC2)ccc1N1CCOCC1,1668,-2,1,0.36,1.1,6,16,102,-12,5,8
Cc1ccccc1-n1nc(C)c2cc(C(=O)N3CCN(S(=O)(=O)c4ccc(F)cc4)CC3)sc21,1507,-4,1,0.99,1.1,8,0,103,-6,-14,0
CCOC(=O)N1CCC(N2CC34C=CC(O3)C(C(=O)Nc3ccc(C)cc3)C4C2=O)CC1 (stereo unspecified),1686,14,1.1,.,1.2,3,4,100,-17,9,5
CCN(CC)P(=O)(Nc1ccc([N+](=O)[O-])cc1)c1c(C)nn(CCC#N)c1NC(=O)c1ccc(Cl)cc1Cl (stereo unspecified),1641,12,1,-0.64,1.1,13,2,96,-7,-1,8
COc1ccccc1-c1nnc(SCC(=O)Nc2ccc(S(N)(=O)=O)cc2)n1C,1613,8,1,1.1,0.9,4,2,96,10,1,5
O=C(Nc1nc(-c2ccccc2)cs1)Nc1ccc(F)cc1F,1465,-2,1.1,-0.8,0.9,1,-2,85,6,-1,22
COc1ccc(C2NC(=O)NC(O)(C(F)(F)F)C2C(=O)c2ccc(C)cc2)cc1 (stereo unspecified),1728,10,1,.,1,-1,-4,98,4,-7,12
O=C(NCC1OCCCN1S(=O)(=O)c1cc(F)ccc1F)C(=O)NC1CCCCCC1 (stereo unspecified),1747,7,1,-1.2,1,-41,10,103,-4,3,-2
COC(=O)CNC(c1ccccc1)c1cc(Br)ccc1NC(=O)CNC(=O)OCc1ccccc1 (stereo unspecified),1515,8,1,-0.96,0.9,4,-1,105,10,4,-8
COc1cccc(-n2c(COc3ccc(C)cc3)nnc2SCC(N)=O)c1,1656,9,1.1,-0.25,1.1,-1,12,97,-11,1,6
CCC(CC)c1nnc(NC(=O)c2c(-c3ccccc3)noc2C)s1,1672,2,1.1,.,1,0,2,101,0,5,8
COc1ccc(CN(C(=O)c2ccco2)c2ccc(C)c(C)c2)cc1,1625,-10,1.1,1.4,0.9,6,-6,117,10,0,-10
Cc1ccc(NC(=O)N/C=C/c2ccco2)c(C)c1,1368,-3,1.1,.,1,-1,-7,107,-4,-2,-3
CC(=O)c1ccc(N2CCN(S(=O)(=O)c3cccc4nsnc34)CC2)cc1,1553,2,1,-0.17,1,-2,-2,85,5,1,21
O=C(COC(=O)CCC(=O)c1ccc(F)cc1)Nc1ccc(N2CCOCC2)cc1,1645,8,1.1,.,0.9,0,4,98,7,10,13
CC1(C)CC(NCCN2CCN(C3=CC(=C(C#N)C#N)CC(C)(C)C3)CC2)=CC(=C(C#N)C#N)C1,1610,10,1.1,0.037,1,0,15,102,-1,5,6
Cc1cccc(Cn2c(=O)n(-c3ccc(CC(=O)NCc4ccco4)cc3)c(=O)c3sccc32)c1,1499,2,1,.,1,-14,-2,96,0,-11,13
